Compound activity (PubChem)
HCMV inh: blocks human cytomegalovirus replication; AID 1259415; HFF cells, HCMV-luciferase reporter, 72 h; stronger effect = lower value; activity change, negative = inhibition, % at 57.5 µM; actives 4.5% (n = 410,000); in the data active = activity change below about -60%; inconclusive = no clear call, values can overlap the other calls; inactive = above about -39%
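Screen run at 2 compound doses on HFFs infected with reporter HCMV, MOI 1 PFU/cell. Luciferase activity from cell lysates at 72 h post infection gave inhibition relative to buffer-only and Salinomycin wells.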
Sm TGR block: inhibitors of Schistosoma mansoni thioredoxin glutathione reductase; purified TGR, DTNB reduction, TNB absorbance 405 nm; AID 485364; actives 3% (n = 360,000); Potency, µM (highest dose often 114 µM), without a hit: top-dose activity change, negative = inhibition, most hits filed as inhibitors; note: potency is the fitted concentration of half-maximal effect; nearly all actives have a fitted effect of over 60% in size
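TGR 20 nM + NADPH 100 uM (dispensed conc.), cpd preinc 15 min RT; start with NADPH (500 uM addition) then DTNB (15 mM addition). Kinetic TNB absorbance, 405 nm filter. Four-parameter Hill fit across titration.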
AmpC detergent: blocks E. coli AmpC beta-lactamase in detergent assay | Potency, µM (doses to about 114 µM), for the others: at the highest dose activity change, negative = inhibition, most hits filed as inhibitors | actives 0.041% (n = 370,000) | AmpC hydrolysis of nitrocefin, absorbance 480 nm, 0.01% Triton;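 note: potency is the fitted concentration of half-maximal effect; 0% = no-compound wells and -100% = no-enzyme wells; nearly all actives have a fitted effect of over 25% in size; some results filed as inactive show a strong effect at the top dose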
Target sequence (P00811 whole entry, looked up): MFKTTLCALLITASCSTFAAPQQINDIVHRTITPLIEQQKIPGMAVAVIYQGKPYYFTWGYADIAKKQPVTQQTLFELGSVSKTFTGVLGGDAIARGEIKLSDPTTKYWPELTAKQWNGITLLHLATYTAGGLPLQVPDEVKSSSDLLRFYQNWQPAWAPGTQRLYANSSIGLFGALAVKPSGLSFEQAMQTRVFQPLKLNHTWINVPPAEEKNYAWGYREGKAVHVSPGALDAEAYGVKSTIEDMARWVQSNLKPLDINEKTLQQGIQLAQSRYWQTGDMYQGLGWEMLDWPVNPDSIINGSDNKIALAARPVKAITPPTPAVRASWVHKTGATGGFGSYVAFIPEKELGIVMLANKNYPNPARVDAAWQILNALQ
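20 mM phosphate pH 7.0 + 0.01% (detergent screen) or 0.0001% Triton X-100; 5.3 nM AmpC reagent; cpd preinc 15 min RT; nitrocefin (800 uM stock) to start; A480 q20 s × 4 min; Activity was normalised to no-enzyme and no-compound control wells.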
FBPA Giardia inh: Giardia lamblia aldolase inhibition. A8B2U2. actives 0.71% (n = 290,000). Potency, µM (top dose mostly 59.6 µM), without a hit: at the highest dose activity, negative = inhibition, usual class: inhibitors. purified Giardia FBPA. AID 2451; note: potency is the fitted concentration of half-maximal effect; nearly all actives have a fitted effect of over 55% in size
Target sequence (A8B2U2 whole entry, looked up): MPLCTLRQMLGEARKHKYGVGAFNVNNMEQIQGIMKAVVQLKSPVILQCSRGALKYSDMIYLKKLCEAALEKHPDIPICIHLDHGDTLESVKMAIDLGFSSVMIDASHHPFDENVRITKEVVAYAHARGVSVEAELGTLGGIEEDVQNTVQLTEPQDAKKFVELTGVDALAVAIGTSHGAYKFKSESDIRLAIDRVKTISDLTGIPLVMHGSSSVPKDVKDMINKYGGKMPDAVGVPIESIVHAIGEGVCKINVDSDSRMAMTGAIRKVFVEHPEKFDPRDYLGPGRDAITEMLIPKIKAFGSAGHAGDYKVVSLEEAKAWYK
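Giardia FBPA (40 nM reagent) was preincubated 10 min at RT with compound (up to 57.5 uM final), then substrate plus GAPDH/TPI/NAD/arsenate coupling system with diaphorase/resazurin was added; resorufin fluorescence (525/598 nm) was read after 20 min.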
AmpC no deterg: AmpC beta-lactamase inhibition without detergent | P00811 | AmpC nitrocefin hydrolysis, absorbance 480 nm, 0.0001% Triton | Potency, µM (doses to about 57.1 µM), for the others: top-dose activity change, negative = inhibition, actives largely listed as inhibitors | actives 0.52% (n = 330,000);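 note: potency is the fitted concentration of half-maximal effect; plate controls were no compound for no effect and no enzyme for full effect; nearly all actives have a fitted effect of over 20% in size; some results filed as inactive show a strong effect at the top dose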
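20 mM phosphate pH 7.0 + 0.01% (detergent screen) or 0.0001% Triton X-100; 5.3 nM AmpC reagent; cpd preinc 15 min RT; nitrocefin (800 uM stock) to start; A480 q20 s × 4 min; Activity was normalised to no-enzyme and no-compound control wells.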
HCV inh: inhibitors of hepatitis C virus infection; AID 651820; actives 3.4% (n = 340,000); Huh7.5.1 HCVcc-Cre infection, luciferase reporter, 44 h; Potency, µM (top dose mostly 41.8 µM), for inactives: at the highest dose activity change, negative = inhibition, usual class: inhibitors; note: potency is the fitted concentration of half-maximal effect
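Whole-lifecycle infectious HCVcc-Cre system; cells 1,000/well, compound then virus (~0.5 moi) added 4 h after plating, 44 h culture. Luciferase read 15 sec following 15 min substrate incubation, room temp.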
Numbers without * were called inactive; u = inconclusive; x = not tested or not shown; & = joins results of further samples; [ ] = dose if it differs, or a comment. Unless noted, calls come from the whole dose curve; as a rule, active = well fitted curve in the direction sought with a large enough effect; inconclusive = small, poorly fitted or top-dose-only effect, or another doubt; inactive = no such curve, though single readings can be large; an effect the other way counts as inactive or inconclusive. Unless noted, % is set by controls: 0 for no effect and ±100 for the full control effect.

Start of the listing, in advance (3 entries):
cpd | canonical_smiles | FBPA Giardia inh | HCMV inh | AmpC no deterg | HCV inh | Sm TGR block | AmpC detergent
1 | COc1ccc(NC(=O)NCc2ccco2)cc1OC | 5% | -24 | -10% | 14% | x | -6%
2 | CCOc1ccc(CN2CCC(n3nccc3NC(=O)c3ccccc3OC)CC2)cc1 | 10% | -21 | 69%[activator] | -21% | -2% | u
3 | C=CCN1C(=O)C(Cc2ccccc2)SC1=Nc1ccc(C(=O)O)cc1 (centres undefined) | 30% | -18 | -11% | 21% | 0% | -7%

The listing, repeating the preview:
cpd | canonical_smiles | FBPA Giardia inh | HCMV inh | AmpC no deterg | HCV inh | Sm TGR block | AmpC detergent
1 | COc1ccc(NC(=O)NCc2ccco2)cc1OC | 5% | -24 | -10% | 14% | x | -6%
2 | CCOc1ccc(CN2CCC(n3nccc3NC(=O)c3ccccc3OC)CC2)cc1 | 10% | -21 | 69%[activator] | -21% | -2% | u
3 | C=CCN1C(=O)C(Cc2ccccc2)SC1=Nc1ccc(C(=O)O)cc1 (centres undefined) | 30% | -18 | -11% | 21% | 0% | -7%
4 | COc1ccc(Cl)cc1N(CC(=O)Nc1ccccc1C(=O)NCc1ccco1)S(C)(=O)=O | 0% | 13 | -20% | -18%&-2% | -4% | u
5 | O=C(CSc1n[nH]c(-c2cc(Cl)ccc2Cl)n1)NCCN1C(=O)CSC1=O | -18% | u | -24% | 12% | 4% | -16%
6 | C#CCOCCOCCOCCNc1nc(N2CCN(C(=O)[C@H](CCC(=O)O)n3cc(C(N)CO)nn3)CC2)nc(N2CCN(C(=O)[C@H](CCCCN)n3cc(C(N)CC(C)C)nn3)CC2)n1 (some centres undefined) | -9% | x | 66%[activator] | x | 0% | -5%
7 | COc1ccc(NC(=O)Nc2ccc(C(=O)N3CCOCC3)cc2)c(OC)c1 | -1% | -38 | -3% | 18% | -4% | 4%
8 | CCc1ccc(C2CC(c3ccco3)=NN2S(C)(=O)=O)cc1 (centres undefined) | 3% | 63 | 227%[activator] | 2% | -18% | -1%
9 | O=C(NCCC1CCCCN1S(=O)(=O)c1ccccc1)C(=O)Nc1ccccc1 (centres undefined) | x | -2 | -22% | u | -2% | -7%
10 | CCCCc1nc2sc3c(=O)n(N)cnc3c2c2c1CCC2 | 4% | -37 | -13% | 4% | 32% | -7%
11 | Cc1ccc(C(=O)NCC(c2ccc3c(c2)OCO3)N2CCN(c3ccc(F)cc3)CC2)cc1 (centres undefined) | x | 12 | x | x | -3% | 15%
12 | c1ccc2c(c1)ccc1ccccc12 | x | u | -22% | 2% | x | x
13 | CCOc1cccc(N)c1 | x | x | -13% | -6% | -9% | -5%
14 | COC(=O)c1ccc(N/C=C\C(=O)c2ccc3c(c2)OCO3)cc1 | 13% | -12 | 4% | 2% | 12% | 1%
15 | CSc1nc(C(=O)N2CCCC(C(=O)c3ccc(Cl)cc3)C2)cs1 (centres undefined) | 6% | -20 | 19% | -17% | 7% | 6%

Some of the entries so far, with each value named:
1) COc1ccc(NC(=O)NCc2ccco2)cc1OC
  FBPA Giardia inh: 5%	HCMV inh: -24	AmpC no deterg: -10%	HCV inh: 14%	Sm TGR block: x	AmpC detergent: -6%
2) CCOc1ccc(CN2CCC(n3nccc3NC(=O)c3ccccc3OC)CC2)cc1
  FBPA Giardia inh: 10%	HCMV inh: -21	AmpC no deterg: 69%[activator]	HCV inh: -21%	Sm TGR block: -2%	AmpC detergent: u

(next part)
cpd | canonical_smiles | FBPA Giardia inh | HCMV inh | AmpC no deterg | HCV inh | Sm TGR block | AmpC detergent
16 | Cc1cccc(NC(=S)N(CCCN2CCOCC2)C(C)c2cc3ccccc3o2)c1 (centres undefined) | -7% | -8 | 121%[activator] | -8% | 3% | 5%
17 | CC(OC(=O)C1CC1)C(=O)Nc1ncc(Cl)cc1Cl (centres undefined) | x | 4 | -8% | 6% | -10% | 6%
18 | CC(OC(=O)c1ccc2ccccc2n1)C(=O)Nc1ccc(N2CCOCC2)cc1 (centres undefined) | -3% | 82 | 11% | 2% | -7% | 3%
19 | CC1(C)O[C@H]2CC(=O)OC[C@]23[C@H]2CC[C@@]4(C)[C@H](c5ccoc5)OC(=O)[C@H]5O[C@]54[C@]2(C)[C@@H](O)C[C@@H]13 | x | 16 | -10% | 12% | -23% | 6%
20 | COc1ccc2[nH]c3c(=O)n(CCCC(=O)NC4CCCCC4C)c(=S)[nH]c3c2c1 (centres undefined) | x | 27 | -35% | -23% | -3% | -3%
21 | COc1ccccc1NC(=O)C1CCCN(S(=O)(=O)c2ccc3c(c2)CC(C)N3C(C)=O)C1 (centres undefined) | x | 0 | 6% | u | 0% | -2%
22 | O=C(CN1CCCC1)N1CCCc2c1c(=O)oc1ccc(OCc3ccccc3)cc21 | 7% | u | 156%[activator] | u | 8% | 6%
23 | COC(=O)C1=CN(Cc2ccc(F)cc2)C=C(C(=O)OC)C1c1cc(OC)c(OC)c(OC)c1 | 1% | 55 | 135%[activator] | -7% | 3% | u
24 | C=CCN(C(=O)CSc1nnnn1C)c1nc(-c2ccccc2)cs1 | x | -2 | -11% | -5% | 3% | u
25 | CCCOc1ccc2[nH]c(C(=O)N/N=C/c3cc(OC)c(OC)c(OC)c3)cc2c1 | -4% | -27 | 131%[activator] | -13% | -11% | 3%
26 | Cc1ccc(NC(=O)CSc2nnc(-c3ccco3)n2N)cc1F | -8% | 12 | -15% | 0% | -19% | -17%
27 | COC(=O)CNC(=O)c1cc(-c2ccncc2)nc2c(C)c(Cl)ccc12 | -1% | -18 | 197%[activator] | u | 3% | 3%
28 | Nc1nc(N2CCN(c3ccc(F)cc3)CC2)n[nH]1 | 4% | -10 | -30% | -11% | x | -3%
29 | CCOc1ccccc1NC(=O)CSCC(=O)Nc1ccccc1 | -8% | 1 | -14% | u | -16% | -6%
30 | C=CCSc1nc(O)c(C2OC(=O)c3c2ccc(OC)c3OC)c(=O)n1-c1ccccc1 (centres undefined) | 17% | -14 | -38% | 5% | 4µM* | -2%
31 | COCCCNc1nc(N)c([N+](=O)[O-])c(Nc2cc(OC)ccc2OC)n1 | -4% | -17 | -1% | -20% | 3% | 0%
32 | COc1ccc(NS(=O)(=O)c2ccc(N3C(=O)CCC3=O)cc2)cc1 | 4% | -5 | -8% | 9% | -2% | -7%
33 | CCCOC(=O)CC1C(=O)NCCN1C(=O)OC(C)(C)C (centres undefined) | 4% | 9 | 1% | 2% | 9% | 9%
34 | CCOCC(=O)Nc1ccc2c(c1)N(S(=O)(=O)c1cccs1)CCC2 | x | -17 | -24% | 3% | 3% | -8%
35 | O=C(CN1CCN(Cc2ccccc2)CC1)Nc1ccc([N+](=O)[O-])cc1C(=O)Nc1ccccc1F | -1% | 12 | -17% | u | 3% | 0%
36 | Cc1cc(S(=O)(=O)Nc2ccc(C(=O)NCCCn3ccnc3)cc2)ccc1F | x | 32 | -36% | 14% | 0% | -11%
37 | COc1cc(C(=O)Nc2ccc(Br)cc2C(=O)c2ccccc2)cc(OC)c1OC | 3% | 1 | -14% | 2% | 17% | -3%
38 | CC1CCc2nc3ncn(Cc4ccccc4C#N)c(=O)c3cc2C1 (centres undefined) | x | 7 | x | x | 6% | 3%
39 | N#CC(C#N)=CC1=C2OC(c3ccccc3)=CC(c3ccccc3)=C2CCC1 | 1% | -27 | -16% | u | 3% | -13%
40 | Cc1ccc2[nH]c(=O)c(CN(Cc3ccco3)C(=O)CN3CCCC(C)C3)cc2c1 (centres undefined) | 1% | -31 | -10% | -17% | 2% | 1%
41 | CCOC(=O)C1(CC)NC(c2ccco2)C2C(=O)N(C)C(=O)C21 (centres undefined) | 4% | -6 | -19% | 1% | -34% | -3%
42 | CCOC(=O)c1ccc(NC(=O)c2c(NC(C)=O)sc3c2CCC(C)C3)cc1 (centres undefined) | x | 34 | x | x | 7% | 5%
43 | COc1[nH]c(/N=C/c2ccccc2)c(C#N)c1C#N | u | 49 | -26% | 3% | -1% | -6%
44 | COC(=O)c1ccccc1NC(=O)CN(c1ccccc1OC)S(C)(=O)=O | x | 14 | x | x | 0% | 1%
45 | OC(CNC1CCCc2ccccc21)COc1ccc2ccccc2c1 (centres undefined) | -12% | 0 | 26% | -6% | -17% | -3%
46 | CN(C(=O)C1CCN(S(=O)(=O)c2cccs2)CC1)c1ccccc1 | 8% | 31 | 1% | -4% | 5% | -2%
47 | CCCOc1ccc2c3c(c(=O)oc2c1OCCC)CCC3 | 5% | 19 | 7% | -15% | 7% | -18%
48 | CCCN1C(=O)/C(=C\C=C2\N(CC)c3ccccc3C2(C)C)SC1=S | -8% | -19 | -22% | u | 7% | 3%
49 | O=C(CN1C(=O)COc2ccc(Cl)cc21)Nc1ccccn1 | -4% | -13 | -9% | 11% | -29% | u
50 | Cc1nnc(Nc2ccc(Cl)cc2)n(N)c1=O | 0% | -19 | -13% | 25% | 4% | 2%
51 | Cc1ccc(NC(=O)CCC(=O)c2ccc(Cl)s2)nc1 | x | -8 | -26% | 4% | -24% | 8%
52 | COc1ccc(CNC(=O)COC(=O)c2ccc(Br)cc2)cc1 | 9% | 8 | -15% | 10% | -1% | -5%
53 | Cc1noc(C)c1COC(=O)C1CCN(S(=O)(=O)c2ccc(F)cc2)CC1 | x | 7 | 19% | -7% | -16% | -6%
54 | O=C(CN(Cc1ccccc1)C1=NCCS1)c1ccc(Cl)cc1 | -5% | -16 | -19% | 6.3µM* | -13% | -3%
55 | O=C(Nc1ccc(O)c(C(=O)O)c1)c1cccc(NC(=O)c2ccco2)c1 | 10% | 24 | -25% | 13% | -14% | -11%
56 | CCCCOC(=O)C[N+](C)(C)CCOC1CC2CCC1(C)C2(C)C (centres undefined) | 9% | u | 76%[activator] | -9% | -13% | -7%
57 | COc1ccc(C2CC3CC(c4ccccc4)N2O3)cc1 (centres undefined) | 4% | -3 | -6% | -7% | -16% | u
58 | O=C(Nc1ccc(Cl)cn1)c1cccc(S(=O)(=O)N2CCCC2)c1 | 1% | u | -16% | -22% | 11% | -1%
59 | COC(=O)C1CCN(c2cc(=O)n(-c3ccccc3Cl)c(=O)[nH]2)CC1 | 1% | -1 | -10% | 20% | -9% | 3%
60 | O=C(CC1OC(=O)c2ccccc21)Nc1cccc(S(=O)(=O)N2CCCCCC2)c1 (centres undefined) | x | 11 | u | u | -22% | -14%
61 | CCN1CCCc2cc(CN(CCN3CCOCC3)C(=O)Nc3ccc(C)c(C)c3)ccc21 | -11% | 17 | 141%[activator] | 15% | 0% | u
62 | Cc1[nH]n(-c2cccc(Cl)c2)c(=O)c1C=NC12CN3CN(CN(C3)C1)C2 | 9% | 65 | -4% | 17% | 4% | -11%
63 | NCCc1ccc(S(N)(=O)=O)cc1 | 0% | 39 | -17% | 20% | 49%[activator] | -1%
64 | O=C(Nc1cccc(Br)c1)N1CCC(CN2CCCCC2)CC1 | x | -8 | x | x | -3% | 21%
65 | N=c1sccn1CC(=O)Nc1ccc(S(N)(=O)=O)cc1 | -3% | 0 | -9% | -10% | 45µM* | -2%
